Source: PubChem BioAssay (several laboratories)
14-3-3 Bad PPI: inhibitors of 14-3-3 zeta/Bad binding, primary screen, biochemical, TR-FRET, bovine 14-3-3 zeta. 14-3-3 protein zeta/delta (Bos taurus), P63103. TR-FRET 14-3-3zeta/Dy647-pBad peptide displacement, 1 h. inhibition, % at 21.7 µM. 220,000 compounds, 0.71% hits. AID 781, 2007;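 active = inhibition above about 70%, limit read from the data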;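 also: 0% = full 14-3-3 plus peptide FRET controls and 100% = background without 14-3-3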
Furin inhibitor: human furin inhibitors, primary screen, biochemical, fluorescence intensity; AID 463115, 2010; inhibition, % at 30 µM; 220,000 compounds, 0.061% hits; P09958; purified furin, fluorogenic substrate cleavage; in the data active = inhibition above about 25%; also: inactives centre near -15
hK5 inh: human KLK5 protease inhibitors, primary screen, biochemical, 1536-well; Kallikrein-5 (Homo sapiens), Q9Y337; recombinant hK5, fluorogenic AMC substrate cleavage; inhibition, % at 5 µM; 210,000 compounds, 0.59% hits; AID 873, 2007;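 active = inhibition of 40% or more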;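 also: 0% = enzyme controls without compound and 100% = no-enzyme blanks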
Target sequence (Q9Y337 67-293 limits assumed): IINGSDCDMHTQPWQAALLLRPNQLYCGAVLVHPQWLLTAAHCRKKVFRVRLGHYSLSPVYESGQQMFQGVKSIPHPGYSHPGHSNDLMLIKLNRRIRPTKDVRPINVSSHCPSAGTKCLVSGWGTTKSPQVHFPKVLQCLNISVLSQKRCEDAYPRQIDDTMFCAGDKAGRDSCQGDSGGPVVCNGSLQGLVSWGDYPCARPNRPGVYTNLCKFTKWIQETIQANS
NCF1 inh: p47phox/p22phox peptide binding inhibitors, primary screen, biochemical, uHTS, NADPH oxidase regulatory subunit; fluorescence polarization, 2 h; 220,000 compounds, 0.53% hits; inhibition, % at 24.7 µM; Neutrophil cytosol factor 1 (Homo sapiens), P14598;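 also: 0% = p47phox with labelled peptide and 100% = labelled peptide alone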
Target sequence (P14598 whole entry, looked up): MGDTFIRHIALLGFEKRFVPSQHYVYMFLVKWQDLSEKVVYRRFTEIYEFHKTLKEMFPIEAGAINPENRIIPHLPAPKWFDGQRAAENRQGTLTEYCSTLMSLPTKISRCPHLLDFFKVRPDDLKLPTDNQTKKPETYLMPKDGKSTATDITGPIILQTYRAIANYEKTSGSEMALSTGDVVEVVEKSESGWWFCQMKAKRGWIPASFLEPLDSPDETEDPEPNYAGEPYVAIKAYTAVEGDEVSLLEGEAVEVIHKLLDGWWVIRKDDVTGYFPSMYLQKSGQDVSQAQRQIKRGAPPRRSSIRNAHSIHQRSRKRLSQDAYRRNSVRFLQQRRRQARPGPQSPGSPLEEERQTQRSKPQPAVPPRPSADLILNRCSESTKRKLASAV
EBV gp42 block: Epstein-Barr virus gp42 inhibitors, primary screen, biochemical, uHTS, fluorescence polarization. Glycoprotein 42 (Epstein-Barr virus (strain AG876)), Q1HVG2. Fluorescence polarization binding assay, mP read-out. inhibition, % (tested at 21.74 µM). 220,000 compounds, 0.42% hits. AID 1085, 2008; in the data active = inhibition above about 50%
KCC2 mod: KCC2 cotransporter modulators, thallium flux, primary screen, cell-based, HEK293 KCC2, FluoZin-2 fluorescence, MLSMR. Solute carrier family 12 member 5 (Homo sapiens), Q9H2X9. KCC2 cells, thallium flux FluoZin-2 fluorescence. B-score of Tl+ flux slope (higher = more flux/activation; lower = inhibition) at 10 µM. 190,000 compounds, 2.2% hits;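 active = thallium flux slope and its plate-corrected score both differing from the plate sample mean at a set confidence after two filtering rounds, in either direction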;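 also: slope of fluorescence scaled to starting intensity during 10 to 20 s after thallium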
eIF4E 4G PPI: eIF4E–eIF4G protein interaction inhibitors, primary screen, biochemical, uHTS, TR-FRET, eIF4GI fragment | inhibition, % at 21.7 µM | TR-FRET eIF4E-eIF4GI(517-606) binding, 2 h | AID 782, 2007 | 220,000 compounds, 0.37% hits | Eukaryotic translation initiation factor 4E (Mus musculus) + Eukaryotic translation …;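 also: 0% = full FRET control wells and 100% = background wells lacking eIF4GI fragment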
thrombin 1536: human alpha-thrombin inhibitors, primary screen, counter-screen for coagulation protease inhibitor project, biochemical, 1536-well, fluorogenic AMC substrate; 220,000 compounds, 0.26% hits; Prothrombin (Homo sapiens), P00734; AID 1046, 2008; inhibition, % at 5 µM; Boc-VPR-AMC fluorogenic substrate cleavage;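 active = inhibition at or above 40%; inactive = inhibition below 40%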;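 also: 0% = enzyme with no compound and 100% = wells without enzyme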
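System – human alpha-thrombin · Medium – pH 7.5 Tris (50 mM) with NaCl 150 mM, Tween 20 0.05% · Compound – single-point dosing at 5 µM, 0.2% DMSO · Incubation – enzyme reaction carried out at room temperature · Technique – fluorescence of released AMC, ex 355 nm, em 460 nm · Read-out basis – % inhibition of thrombin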
Rad51 HR inh: human RAD51 strand exchange inhibitors, primary screen, biochemical, fluorescence; hRad51 DNA strand exchange, fluorescence dequenching; inhibition, % at 10 µM; 200,000 compounds, 0.085% hits; DNA repair protein RAD51 homolog 1 (Homo sapiens), Q06609;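 active = inhibition above 40% at the single screening dose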;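 also: 0% = DMSO control wells and 100% = blanks with heterologous ssDNA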
Target sequence (Q06609 whole entry, looked up): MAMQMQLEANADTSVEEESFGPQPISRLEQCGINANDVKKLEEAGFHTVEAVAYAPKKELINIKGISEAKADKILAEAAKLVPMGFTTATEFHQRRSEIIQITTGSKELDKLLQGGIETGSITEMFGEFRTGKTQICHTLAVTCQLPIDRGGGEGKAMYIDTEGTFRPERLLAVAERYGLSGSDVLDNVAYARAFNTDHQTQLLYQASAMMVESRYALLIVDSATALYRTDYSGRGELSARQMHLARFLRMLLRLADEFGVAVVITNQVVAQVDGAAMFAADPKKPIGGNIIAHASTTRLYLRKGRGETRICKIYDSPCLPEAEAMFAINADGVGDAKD
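Test system: preformed human Rad51 ssDNA filaments; also added: Donor/quencher-labelled 47-bp dsDNA substrate; doses: 10 µM final, single point; times: 37 °C 15-min filament assembly, 30-min compound preincubation, 15-min exchange; detection: FRET fluorescence dequenching, excitation 485 nm, emission 520 nm; read-out basis: Fluorescence-based percent inhibition, control- and blank-normalised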
Numbers without * were called inactive; x = not tested or not shown; [ ] = dose if it differs, or a comment.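 The calls were made as follows, unless noted: active = inhibition above about 30% (limit read from the data); inactive = the rest.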

SMILES	14-3-3 Bad PPI	Furin inhibitor	hK5 inh	NCF1 inh	EBV gp42 block	KCC2 mod	eIF4E 4G PPI	thrombin 1536	Rad51 HR inh
Cc1ccc2c(c1)Oc1ccccc1C=C2C(=O)O	1	-3	-6	-5	-2	0.087	6	-11	5
CC(NC(=O)CSc1nc(=O)cc(N)n1CCc1ccccc1)c1ccccc1 (stereo unspecified)	-13	-2[20 µM]	8	5	-5	-0.22	-2[fluorescence artefact?]	-4	-1
O=C(COc1ccccc1F)c1ccc(O)cc1O	1	-9	-13	-13	-7	-0.48	15	6	4
Cc1ccc(CNC(=O)COC(=O)c2cc3c(s2)CCC(C)C3)cc1 (stereo unspecified)	4	-16	11	-19	-16	-0.28	2	-10	1
Cc1ccc(-c2nc(SCC(=O)N(C)C3CCS(=O)(=O)C3)[nH]c2-c2ccc(C)cc2)cc1 (stereo unspecified)	-6	-17[20 µM]	-1	-19	1	0.46	1[fluorescence artefact?]	-6	x
Cc1c(C(=O)O)cnc2c([N+](=O)[O-])cnn12	7	-2	-15	-7	-6	-0.02	4	-3	-3
Cc1cc(C)cc(N=c2c([N+](=O)[O-])nn(-c3ccc(Cl)cc3)n2O)c1	5	-18	-17	-10	3	0.41	2	0	3
O=C(CCN1CCN(c2ccc(F)cc2)CC1)Nc1ccccc1F	-4	-9[20 µM]	-11	2	-5	-0.52	11	-7	9
CCOC(=O)c1nn(-c2ccc(F)cc2)c(C)c1C(C)=O	-10[fluorescence artefact?]	-16[20 µM]	-11	-10	-10	0.57	1	-3	0
COC(=O)[C@H]1CCCN1C(=O)Nc1cccc(Oc2c(F)c(F)c(F)c(F)c2F)c1	-3	-16	-7	3	-22	0.18	4	3	x
CCON1C(=O)C(C)(C)N(OCC)C(=O)C1(C)C	2	-22	-1	1	-10	-0.47	-5	-1	6
O=C1CC(N2CCN(c3ccc(F)cc3)CC2)C(=O)N1Cc1ccc(N2CCCC2=O)cc1 (stereo unspecified)	1[fluorescence artefact?]	-15[20 µM]	-22	0	-9	x	-5[fluorescence artefact?]	-5	-9
C=CCc1ccccc1OCC(O)CNC(=O)c1ccccc1C(=O)O (stereo unspecified)	-5	-17	-4	-5	-4	0.92	-1	-8	6
Nc1c(C(=O)OCC2CCCO2)c2nc3ccccc3nc2n1-c1ccc2c(c1)OCCO2 (stereo unspecified)	8	-2	-1	-15	-14	0.86	-3	-2	-7
Cc1ccsc1C(=O)N1CCN(S(=O)(=O)c2cccs2)CC1	-20	-19	-7	2	-8	0.19	0	-5	5
O=C(O)C1CCN(Cc2cccnc2)CC1	0	-27	4	2	-14	0.075	0	2	4
C/C(=N\Nc1ccccn1)c1cccs1	3	-10	0	0	-2	0.79	1	-4	0
CCOC(=O)N1CCN(C(=O)CS(=O)Cc2nc(-c3cccc(C)c3)oc2C)CC1 (stereo unspecified)	5[fluorescence artefact?]	-26	-2	-13	-15	x	2[fluorescence artefact?]	2	-3
O=C(CSc1nnc(-c2c[nH]c3ccccc23)n1CC1CCCO1)Nc1ccc2c(c1)OCCO2 (stereo unspecified)	-1	-12[20 µM]	1	-10	-18	-0.44	1	2	-2
Cc1nn(CC(=O)N2c3ccccc3NC(=O)C2(C)C)c(C)c1[N+](=O)[O-]	-5	-21	1	5	-5	-0.15	-4	-2	23
COc1ccccc1NC(=S)N(CCN(C)C)C(C)c1ccncc1 (stereo unspecified)	3	-20	-6	-7	13	0.11	-1	-5	18
Cc1ccc(N2C(=S)SC3CS(=O)(=O)CC32)cc1 (stereo unspecified)	-14	-26	-4	-1	-7	0.32	2	-7	8
Cc1ccc(NC(=O)N2CCC(=O)N2)cc1	-4	-14[20 µM]	5	-14	-18	-0.22	1	6	0
COc1cccc(CNCCOCCO)c1OC	22	-18	-8	0	-13	x	4	-6	-4
Cc1ccc(NC(=O)Cn2cnc3c(oc4nc5c(cc43)COC(C)(C)C5)c2=O)cc1	-4[fluorescence artefact?]	-8	-8	-17	-8	-0.16	2	0	x
O=c1[nH]c2ccccc2n1CCCOc1ccccc1	-6	-16	-11	3	-7	-1.7	-12	-4	-4
Cc1cccc(C(=O)Oc2ccccc2/C=N/Nc2ccc([N+](=O)[O-])cc2)c1	-5[fluorescence artefact?]	-19	-3	-27	-37	-0.37	4	-1	x
CCOC(=O)C(NCc1ccco1)(NC(=O)c1ccc(OC)cc1)C(F)(F)F (stereo unspecified)	-10	-7[20 µM]	0	3	118*	-0.08	3	-2	-13
Brc1ccc(C2=NC(Cc3ccccc3)CO2)cc1 (stereo unspecified)	-7	-11	-11	-10	5	-1.5	-1	-1	9
CN1CCN(C(c2ccccn2)c2cc(Cl)c3cccnc3c2O)CC1 (stereo unspecified)	-5	8	-7	16	-5	1.4	4	-2	-2
O=C(CSc1nc(-c2ccccc2)cs1)Nc1cccc([N+](=O)[O-])c1	-5	-12	2	-17	-15	-2	-1	-9	0
COCCCNC(=O)/C(C#N)=C1\N=C(NC(=O)c2cccs2)c2ccccc21	0	-16	-6	-47	-14	-0.69	-5	-6	-14
CCN(CC)C(=O)C(=O)Nc1ccc(OCc2ccccc2)cc1	-13	-20	-4	-1	-7	-0.87	1	-1	20
c1ccc(-n2c(-c3ccncc3)nnc2N2CCOCC2)cc1	-11	-13	-11	-8	-8	0.69	2	0	10
OCCNCc1cccc2ccccc12	2	-15	-1	3	0	0.99	0	-3	-1
O=C(CSc1nnc(CCCN2C(=O)c3cccc4cccc(c34)C2=O)n1-c1ccccc1)NCCCO	18	-13	-7	-8	-8	-0.62	20	-4	-46
Cn1c(Cc2ccccc2)nnc1SCCC(=O)Nc1ccccc1	16	-16[20 µM]	5	-11	-41	0.034	-2	1	16
CC(C)N1CCC(=NNC(=O)c2ccccc2[N+](=O)[O-])CC1	-13[fluorescence artefact?]	-17	-20	-13	-18	0.51	4	-3	-2
CC(C)(C)c1ccc(-c2nc3c(C#N)c(-c4ccc5c(c4)OCO5)ccn3n2)cc1	15[fluorescence artefact?]	-63[20 µM]	-22	-11	-16	0.43	9	-11	-6
CCc1ccc(CC2(O)CC(C)N(C)CC2C)cc1 (stereo unspecified)	0	-6	-12	2	11	0.89	-3	-4	x
CC(=O)Nc1ccc(NC(=O)/C=C/c2ccccc2)cc1	-3	-14	-7	-4	-2	0.49	-5	1	13
CN(CC(=O)Nc1ccc(Cl)cc1)Cc1cc(=O)n2ccsc2n1	0	-20	-13	-5	-2	-0.075	-1	4	2
O/N=C/c1ccc(OCc2ccccc2)c(Cl)c1	8[fluorescence artefact?]	-18	1	-9	2	0.74	-3	-2	-43
CCN(CC)S(=O)(=O)c1cccc(NC(=S)NC(=O)/C=C/c2ccc(S(=O)(=O)N3CCOCC3)cc2)c1	-6	-3	-15	-62	-9	0.12	4	-9	0
CC(C)(C)C(=O)Nc1cc(S(=O)(=O)Nc2ccc(Cl)cc2)ccc1Cl	-8	-2	-9	-8	-4	-0.62	3	3	-10
CCOC(=O)N1CCC(NC(=O)C(Cc2ccccc2)NC(=O)c2ccco2)CC1 (stereo unspecified)	6	-20[20 µM]	-24	-13	-6	1.4	4	1	-5
Cc1ccc(N2C(=O)CS/C2=N\C(=S)Nc2ccccc2)cc1	2	-18	-3	-7	-21	-0.79	0	-12	x
O=S(=O)(NCC(c1cccnc1)N1CCOCC1)c1cccs1 (stereo unspecified)	-5	-15[20 µM]	-1	-8	-19	-0.7	4	0	2
O=C(NCc1ccco1)c1cc(-c2cccs2)nc2ccccc12	10	-51	-16	-21	-10	-3.1	21	-2	10
CCC(=O)Nc1cc(C(C)(C)C)ccc1C(C)=O	3[fluorescence artefact?]	-19	-17	2	-1	-0.75	4[fluorescence artefact?]	-9	19
Cc1nc(=S)c2c([nH]1)-c1ccccc1CC21CCCCC1	-8	-30	3	-9	-5	77*	0	-1	-12
O=C(O)CCn1c(-c2ccccc2)cc2c1CCCC2=O	3	-10	-12	-9	-9	-0.062	3	-6	-2
CCn1c(C)nc2cc(C(=O)N/N=C/c3cccc(O)c3O)ccc21	-21	-21	-2	x	-8	-2	2	2	x
CCCCN(CC)C(=O)CSc1nc2n[nH]c(C)c2c(=N)n1-c1cccc(C)c1	-2	-9	-2	-4	12	-1.4	3	26	-10
CCCNCc1cc(Cl)c(OCC)c(Cl)c1	7[fluorescence artefact?]	-17[20 µM]	26	-12	-5	0.32	6	-2	3
O=C(O)CC(NC(=O)C1c2ccccc2Oc2ccccc21)c1ccc(OC2CCCC2)cc1 (stereo unspecified)	-1	-1	20	-9	-6	1	0	33	x
CCOC(=O)c1sc(NC(=O)CNCc2cccnc2)c(C(=O)OCC)c1C	-1	-8	-4	-17	-18	-0.68	3	-4	3
CN1C(=O)/C(=C\c2ccc(-c3ccccc3)o2)SC1=S	-13	-20	-3	-14	12	1.4	1	-9	-11
Cc1nc2c3ccccc3nc(SCC(=O)c3ccc(Cl)cc3)n2n1	5	2	2	-5	-1	1.4	-1	-1	4
O=C(O)/C=C\C(=O)NC1CCCCC1	7	-33	-19	-5	-3	0.09	-1	-6	-2
COc1ccc(C2CC(=O)n3nc(C45CC6CC(CC(C6)C4)C5)nc3S2)cc1OC (stereo unspecified)	-4[fluorescence artefact?]	-9	-10	-10	-7	-0.14	-5	-1	35
CCC(=O)c1ccc(OCC(O)Cn2c(C)nc3ccccc32)cc1 (stereo unspecified)	-3	-7[20 µM]	12	-5	6	-1.4	-3[fluorescence artefact?]	-5	0
O=C(Nc1cccc2ccccc12)c1ccc(Cn2cc(Cl)cn2)cc1	3	-18[20 µM]	1	-6	-20	-2.8	-5	1	-8
